PfHsp40 yeast: rescue of yeast from PfHsp40 toxicity, primary screen, S. cerevisiae, ATP luminescence. S. cerevisiae expressing PfHsp40, growth rescue. growth rescue, % at 12.5 µM. 340,000 compounds, 0.68% hits. AID 504582, 2011; in the data active means growth rescue above about 28%, passing the limit was not always enough; inconclusive means no clear call, values can overlap the other calls;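 further: yeast W303a lacking pdr1 and pdr3 grown in galactose medium; growth measured after three days at 30 °C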
UGM FP inh: M. tuberculosis UGM enzyme inhibitors, primary screen, biochemical, fluorescence polarization, single point; AID 504406, 2011; UDP-galactopyranose mutase (Mycobacterium tuberculosis (strain ATCC 25618 / H37Rv)), …; inhibition, % at 10 µM; 320,000 compounds, 0.06% hits; purified UGM, fluorescence polarization probe displacement; in the data active means inhibition above about 10%, passing the limit was not always enough; inconclusive means no clear call, values can overlap the other calls
Target sequence (P9WIQ1 whole entry, looked up): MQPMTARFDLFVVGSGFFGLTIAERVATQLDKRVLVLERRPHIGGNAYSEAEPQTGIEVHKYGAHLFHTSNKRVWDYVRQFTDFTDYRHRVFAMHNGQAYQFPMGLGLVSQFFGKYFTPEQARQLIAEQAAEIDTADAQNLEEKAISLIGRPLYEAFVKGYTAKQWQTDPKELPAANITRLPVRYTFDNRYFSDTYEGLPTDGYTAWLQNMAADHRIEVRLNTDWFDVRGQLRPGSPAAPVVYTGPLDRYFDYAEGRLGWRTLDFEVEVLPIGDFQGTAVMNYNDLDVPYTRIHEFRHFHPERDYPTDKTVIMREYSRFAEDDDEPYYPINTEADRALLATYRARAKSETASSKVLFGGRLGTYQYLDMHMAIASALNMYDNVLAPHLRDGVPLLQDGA
FadD28 FP inh: inhibitors of FadD28 bisubstrate probe binding, primary screen, biochemical, fluorescence polarization, single point. AID 588549, 2011. 360,000 compounds, 0.22% hits. Mycobacterium tuberculosis FadD28 fatty-acid-AMP ligase. inhibition, % at 12.5 µM; in the data active means inhibition above about 8.5%, passing the limit was not always enough; inconclusive means no clear call, values can overlap the other calls
BoNT F protease: BoNT/F light chain protease inhibitors, primary screen, biochemical, flow cytometry, MLPCN library; 360,000 compounds, 0.22% hits; Multiplex microsphere protease cleavage assay; inhibition, % at 10 µM; Botulinum neurotoxin type F light chain protease (Clostridium botulinum); in the data active means inhibition above about 35%, passing the limit was not always enough; inconclusive means no clear call, values can overlap the other calls; further: plate controls were buffer without enzyme for full effect and enzyme alone for no effect
Mtb FBA inh: Mtb FBA enzyme inhibitors, primary screen, biochemical, fluorescence, strain H37Rv; purified M. tuberculosis FBA, fluorescence read-out; inhibition, % at 1 µM; 360,000 compounds, 2.3% hits; Fructose-bisphosphate aldolase (Mycobacterium tuberculosis (strain ATCC 25618 / H37Rv)), …; AID 588726, 2011; in the data active means inhibition above about 27%;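 further: 0% = vehicle and 100% = reference inhibitor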
Target sequence (P9WQA3 whole entry, looked up): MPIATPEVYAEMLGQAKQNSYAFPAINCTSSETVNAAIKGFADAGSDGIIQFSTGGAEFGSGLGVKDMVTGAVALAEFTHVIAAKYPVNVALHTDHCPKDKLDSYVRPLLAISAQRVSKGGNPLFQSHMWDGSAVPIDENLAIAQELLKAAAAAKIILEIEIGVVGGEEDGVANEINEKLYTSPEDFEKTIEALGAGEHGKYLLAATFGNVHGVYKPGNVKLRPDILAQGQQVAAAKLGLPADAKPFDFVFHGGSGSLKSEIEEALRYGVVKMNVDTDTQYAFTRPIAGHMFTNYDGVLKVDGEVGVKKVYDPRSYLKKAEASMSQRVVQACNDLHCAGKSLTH
Anthrax LF prot: Bacillus anthracis LF protease inhibitors, primary screen, biochemical, multiplex microsphere, MLPCN library | 360,000 compounds, 0.12% hits | Lethal factor (Bacillus anthracis), P15917 | multiplex microsphere protease cleavage assay | inhibition, % at 10 µM | AID 588501, 2011; further: plate controls were buffer without enzyme for full effect and enzyme alone for no effect
Mtb BioA inh: M. tuberculosis BioA enzyme inhibitors, primary screen, biochemical, plate reader, single point, HTS. AID 602481, 2012. purified M. tuberculosis BioA enzyme. 7,8-diaminopelargonic acid synthase BioA (Mycobacterium tuberculosis). 360,000 compounds, 0.096% hits. inhibition, % at 9.99 µM; in the data active means inhibition above about 40%; inconclusive means no clear call, values can overlap the other calls
GDH-TPI counter: GDH-TPI coupling enzyme inhibitors, primary screen, artefact control for M. tuberculosis FBA inhibitor project, biochemical, absorbance, full deck | GDH-TPI coupled enzyme counterscreen, NADH absorbance | inhibition, % at 4.8 µM | 360,000 compounds, 1.2% hits | AID 588335, 2011; in the data active means inhibition above about 30%;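 further: 0% = DMSO wells and 100% = wells lacking the enzyme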
BoNT A protease: BoNT/A light chain protease inhibitors, primary screen, biochemical, flow cytometry, MLPCN library | 360,000 compounds, 0.17% hits | inhibition, % at 10 µM | multiplex microsphere protease substrate cleavage | Botulinum neurotoxin type A light chain protease (Clostridium botulinum A str. ATCC 3502); further: plate controls were buffer without enzyme for full effect and enzyme alone for no effect
* hit, by the source's call; ? = inconclusive; · = no result given; + = active, no number. Unless noted, no stated cut-off is given here; in the data, active means inhibition above about 30%; inconclusive means no clear call, values can overlap the other calls; inactive means below that. Not a hit list (roughly 4.7% active in at least one column).

mol	PfHsp40 yeast	UGM FP inh	FadD28 FP inh	BoNT F protease	Mtb FBA inh	Anthrax LF prot	Mtb BioA inh	GDH-TPI counter	BoNT A protease
CN(Cc1ccccc1)c1ncnc2sccc12	-1.7	-1.8	-5.8	-1	-3	-8	9.9	-5	2.1
CNn1cnc2ccsc2c1=O	0.3	-2.6	0.5	?	0	-19	·	7	?
CCOC(=O)c1nn(-c2cccc(Cl)c2)c(C)c1C(C)=O	-1.3	3.1	-2.7	10	0	-2	1.5	-5	0.6
CC1(C)Cc2cccc(OCC(=O)OCC(=O)Nc3cccc(S(N)(=O)=O)c3)c2O1	2.2	0.7	-0.9	-6	-3	-2	·	0	-1.1
COC(=O)c1nnn(CC(=O)Nc2cccc(Cl)c2)c1C(=O)OC	-2.1	0.1	3.1	-6	6	-4	3.0	6	0.5
O=C(COC(=O)CSc1cc(Cl)ccc1Cl)Nc1ncc(C(F)(F)F)cc1Cl	0.0	4.8	0.9	-3	2	-5	-6.7	-7	0.9
C/C(=N/NC(=O)C1COc2ccccc2O1)c1ccco1 (stereo unspecified)	-2.4	4.8	-3.0	2	2	2	·	7	-0.7
O=C(c1cc(C(=O)NCc2ccccc2)c(=O)n(Cc2ccccc2)c1)c1cc(Cl)ccc1O	1.4	0.1	-1.6	5	0	2	·	10	2.4
Cc1ccc(S(=O)(=O)NCCC(=O)NNC(=O)COc2ccc(Br)cc2)cc1C	0.0	1.2	-1.3	-7	-1	0	-1.5	5	-0.7
CC(=O)Nc1ccc(NC(=O)CSc2ccccn2)cc1	-0.8	0.6	-2.2	-4	-1	0	0.1	7	0.1
Cc1noc(C)c1C(=O)OC(C)C(=O)N1CCc2ccccc21 (stereo unspecified)	-0.7	-4.7	-1.4	6	-1	-5	-0.5	4	-0.1
C(=Cc1c[nH]c2ccccc12)c1nccc2ccccc12	4.2	·	-2.2	-1	0	-2	-1.7	8	1.6
Cn1nc(C(C)(C)C)cc1C(=O)N1CCCCC1c1cc(C(=O)N2CCOCC2)no1 (stereo unspecified)	·	·	-1.1	-2	-3	-3	-0.5	6	-0.2
O=C(Nc1cccc(NC(=O)c2ccc([N+](=O)[O-])o2)c1)c1ccco1	-1.9	2.4	-1.8	4	2	-1	-1.6	18	0.6
Cc1c(-c2ncn[nH]2)sc(C#N)c1-c1ccccc1	16	-0.5	-7.1	0	-3	-3	2.6	1	1.0
CC(NC(=O)c1cccc(C(F)(F)F)c1)C(c1ccccc1)N1CCOCC1 (stereo unspecified)	-0.5	1.5	0.0	2	0	9	·	-4	1.3
O=c1ccccn1Cc1ccccc1F	-0.2	-1.8	-3.6	3	-2	-2	-0.9	-4	0.2
COc1cccc(CNc2ccc(S(=O)(=O)N3CCN(C)CC3)cn2)c1	-0.4	-1.3	-3.8	·	-1	·	-1.3	3	·
CCOC(=O)C1CCN(C(=O)/C=C/c2ccccc2)CC1	1.2	-3.7	-1.7	-7	3	1	·	5	-0.3
COc1cc(NC(=O)c2ccc(COc3ccccc3Br)o2)cc(OC)c1OC	4.3	-1.8	-1.6	-2	-8	3	0.6	-6	-0.4
Cc1occc1-c1nnc(SCC(=O)c2cc3ccccc3oc2=O)o1	0.5	3.3	-0.8	5	4	-2	0.1	18	0.1
O=C(c1cccc(Br)c1)c1cn(-c2ccccc2)nc1C(=O)c1ccccc1	-0.8	-1.0	0.6	-15	0	-7	-0.6	7	?
O=C1NC(=S)N(c2ccccc2F)C(=O)/C1=C\c1cccs1	-0.1	·	-1.3	1	1	-2	-0.9	3	0.7
COc1ccccc1NC(=O)Cc1nnc(SCC(=O)Nc2nccs2)n1C	-2.0	1.4	-4.0	3	0	0	-1.1	-8	0.7
CCOC(=O)Cc1cn(C(=O)OC(C)(C)C)c2ccccc12	2.0	3.9	-0.2	-4	2	-4	-1.3	20	0.1
CC(C)(COC(=O)c1ccccc1)N1CC2CCC(C1)O2	-0.8	·	-1.5	-2	3	0	·	7	-0.3
O=C(/C=C/Nc1ccc(F)cc1)c1ccc(Br)cc1	0.6	1.8	-3.7	-3	0	1	-0.1	1	-0.4
Cc1cccc(-c2cnc(C(O)c3ccc4ccccc4c3)[nH]2)c1 (stereo unspecified)	·	·	-1.9	-3	-2	-2	-1.7	9	-0.3
Cc1sc2ccccc2[n+]1CC(=O)c1ccccc1	0.6	0.3	-1.6	6	1	-5	-0.2	9	-1.0
CCc1ccc(C(=O)NNc2ccc(S(N)(=O)=O)cc2)cc1	0.5	-3.1	1.3	?	3	1	-0.9	2	-0.2

Among those listed so far, these contain a tert-butyl group:
mol	PfHsp40 yeast	UGM FP inh	FadD28 FP inh	BoNT F protease	Mtb FBA inh	Anthrax LF prot	Mtb BioA inh	GDH-TPI counter	BoNT A protease
Cn1nc(C(C)(C)C)cc1C(=O)N1CCCCC1c1cc(C(=O)N2CCOCC2)no1 (stereo unspecified)	·	·	-1.1	-2	-3	-3	-0.5	6	-0.2
CCOC(=O)Cc1cn(C(=O)OC(C)(C)C)c2ccccc12	2.0	3.9	-0.2	-4	2	-4	-1.3	20	0.1

Next section
mol	PfHsp40 yeast	UGM FP inh	FadD28 FP inh	BoNT F protease	Mtb FBA inh	Anthrax LF prot	Mtb BioA inh	GDH-TPI counter	BoNT A protease
O=S(=O)(NCC1CCCO1)c1ccc(Cl)c2ccccc12 (stereo unspecified)	·	·	-1.7	-10	0	-2	0.5	3	-0.7
O=C(c1cnc(Cl)c(Cl)c1)N1CCN(S(=O)(=O)c2ccc3ccccc3c2)CC1	0.1	·	-1.3	?	2	2	·	1	1.3
C=CCn1c(SCC(=O)c2cccs2)nc2sc(CC)cc2c1=O	1.6	-1.2	-1.2	5	1	1	2.7	13	1.8
CCn1cc(CNC(=O)/C=C/c2ccc([N+](=O)[O-])cc2)c(C)n1	3.2	0.0	-1.0	-4	-1	-6	-0.7	15	-0.7
COc1cc2c3c(cccc3c1)C(=O)N(CCN1CCCC1)C2=O	·	·	-3.2	-3	147*	3	0.4	16	0.2
O=C(NCc1cccs1)C(=O)NCC1OCCCN1S(=O)(=O)c1cccs1 (stereo unspecified)	-1.3	-0.1	-2.4	-4	0	0	·	-2	0.0
CC(NC(=O)C1CC1)C(c1cccs1)N1CCOCC1 (stereo unspecified)	-2.0	-1.6	-1.8	-1	2	-5	-0.7	-1	0.1
O=C(CCn1c(=O)sc2ccccc21)NCc1ccccc1	1.2	-1.6	-3.4	-2	6	-4	-1.3	15	0.2
Cc1cccc(C2CC(c3ccccc3)=NN2c2ccc(S(N)(=O)=O)cc2)c1 (stereo unspecified)	·	·	-2.6	0	+	-4	-0.3	12	-0.6
CC(=O)Nc1ccc(NC(=O)C(C)Sc2nc3ccccc3c(=O)n2CC2CCCO2)cc1 (stereo unspecified)	-0.3	-0.6	-2.0	2	0	-3	·	5	2.6
Cn1c(-c2ccc(Cl)cc2)cnc1N	0.0	5.0	-1.8	-9	2	?	·	4	?
COC(=O)C(=Cc1ccncc1)c1cccc2ccccc12	·	·	-1.8	2	0	-3	·	8	-0.5
Nc1nc(SCC(=O)N2CCN(S(=O)(=O)c3ccc(Cl)cc3)CC2)n[nH]1	0.0	-0.7	-0.5	4	0	0	-1.6	3	-0.1
O=C(Nc1ccc(Cl)cc1F)C1CCN(S(=O)(=O)c2cccc3nonc23)CC1	0.5	1.8	-1.6	-1	-1	-1	-2.0	11	-0.5
CCc1ccc(C(=O)/C=C2\Sc3ccccc3NC2=O)cc1	0.0	1.5	-2.9	-10	-5	1	1.4	5	0.7
Cn1c(=O)n(CCN2CCOCC2)c(=O)c2c1nc1n2CCN1c1ccc(Oc2ccccc2)cc1	0.9	·	-1.9	-3	3	-5	-0.7	10	-0.8
Cc1ccc(C(=O)N/C(=C\c2ccco2)C(=O)NCCCN2CCOCC2)cc1C	0.6	-1.0	-0.4	-15	1	-8	0.2	11	1.2
Cc1cccc(C)c1NC(=O)c1ccc(N2CCCC2=O)cc1	0.4	-2.2	-0.7	0	1	-3	-0.3	17	0.5
Cc1cc(C)c(NC(=O)CSCc2nc3sc(C)c(C)c3c(=O)[nH]2)c(Cl)c1	-0.3	4.8	1.6	-8	6	-2	-2.4	7	0.1
Cc1cccc(NC(=O)c2cccc(S(=O)(=O)N3CCCC3)c2)n1	-0.5	0.3	-1.6	1	1	6	·	-2	2.1
O=C(NCCc1ccccc1)c1ccc(NC(=O)C2CCCC2)cc1	-0.4	·	-2.1	2	0	-1	-1.0	-11	0.1
C/C(CC1(O)C(=O)Nc2ccccc21)=N\O (stereo unspecified)	-2.3	0.7	-9.5	-1	-1	0	0.1	-1	0.1
COc1ccc(S(=O)(=O)N(C)c2ccc(C(=O)Nc3c(C)n(C)n(-c4ccccc4)c3=O)cc2)cc1	0.4	1.3	-1.1	8	4	2	1.0	5	1.4
CC(=O)OC(/C(O)=C(\C#N)c1nc2ccccc2[nH]1)c1ccccc1 (stereo unspecified)	-0.4	-0.9	5.0	12	2	-17	-0.7	29	1.3
NC1=NC(=O)/C(=C\c2cccnc2)S1	-1.0	-0.9	-0.1	-4	1	-2	·	20	-0.3
COc1cccc(NC(=O)CN(C)C(=O)Cc2n[nH]c(=O)c3ccccc23)c1	-0.6	-5.2	-1.5	1	5	7	0.3	-10	2.1
CCOc1ccc(NC(=S)NC(=O)c2cccnc2)c([N+](=O)[O-])c1	-0.3	4.7	-1.3	?	-2	-12	-0.3	8	-1.1
COc1c(C(=O)Nc2c(C)n(C)n(-c3ccccc3)c2=O)ccc2ccccc12	-0.4	-0.6	-1.2	-19	-3	-10	3.1	5	-2.6
Cc1ccc(OCC(=O)N[C@@H](C)c2nnc3ccccn23)cc1C	0.8	-0.3	0.4	-11	5	4	-5.2	1	-2.5

Source: PubChem (several laboratories)
